Source: PubChem BioAssay
CCT modulator – High-Throughput Screening for Modulators of Cytosolic Chaperonin Activity | purified chaperonin ATPase assay, HTRF ADP detection, 30 min | activity change, % (no concentration beside the values), hits read low | 360,000 tested, 0.3% active | AID 651819, 2012; in the data active = activity change below about -30%; also: % is scaled to controls: 0 for no effect and ±100 for the full control effect
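ATPase activity: ADP formed was measured by HTRF Transcreener (665/615 nm ratio) after 30 min at 37 deg C with 10 uM ATP. Compounds screened at one 76 uM concentration against 40 or 20 nM TRiC in Tris pH 7.4/KCl/MgCl2/DTT buffer.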
EPAC1 antag – qHTS for Antagonist of cAMP-regulated guanine nucleotide exchange factor 3 (EPAC1): primary screen. Rap guanine nucleotide exchange factor 3 (Homo sapiens), O95398. EPAC1 GEF assay, Rap1b-BODIPY-GDP exchange fluorescence. Potency, µM (titrated, usually from 115 µM), without a hit: at the top dose activity change, negative = inhibition, usual class: inhibitors. 360,000 tested, 0.14% active. AID 720709, 2013;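 also: potency is read from the fitted curve at half-maximal effect; plate controls were vehicle for no effect and positive control for full effect; nearly all actives have a fitted effect of over 50% in size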
Target sequence (O95398 whole entry, looked up): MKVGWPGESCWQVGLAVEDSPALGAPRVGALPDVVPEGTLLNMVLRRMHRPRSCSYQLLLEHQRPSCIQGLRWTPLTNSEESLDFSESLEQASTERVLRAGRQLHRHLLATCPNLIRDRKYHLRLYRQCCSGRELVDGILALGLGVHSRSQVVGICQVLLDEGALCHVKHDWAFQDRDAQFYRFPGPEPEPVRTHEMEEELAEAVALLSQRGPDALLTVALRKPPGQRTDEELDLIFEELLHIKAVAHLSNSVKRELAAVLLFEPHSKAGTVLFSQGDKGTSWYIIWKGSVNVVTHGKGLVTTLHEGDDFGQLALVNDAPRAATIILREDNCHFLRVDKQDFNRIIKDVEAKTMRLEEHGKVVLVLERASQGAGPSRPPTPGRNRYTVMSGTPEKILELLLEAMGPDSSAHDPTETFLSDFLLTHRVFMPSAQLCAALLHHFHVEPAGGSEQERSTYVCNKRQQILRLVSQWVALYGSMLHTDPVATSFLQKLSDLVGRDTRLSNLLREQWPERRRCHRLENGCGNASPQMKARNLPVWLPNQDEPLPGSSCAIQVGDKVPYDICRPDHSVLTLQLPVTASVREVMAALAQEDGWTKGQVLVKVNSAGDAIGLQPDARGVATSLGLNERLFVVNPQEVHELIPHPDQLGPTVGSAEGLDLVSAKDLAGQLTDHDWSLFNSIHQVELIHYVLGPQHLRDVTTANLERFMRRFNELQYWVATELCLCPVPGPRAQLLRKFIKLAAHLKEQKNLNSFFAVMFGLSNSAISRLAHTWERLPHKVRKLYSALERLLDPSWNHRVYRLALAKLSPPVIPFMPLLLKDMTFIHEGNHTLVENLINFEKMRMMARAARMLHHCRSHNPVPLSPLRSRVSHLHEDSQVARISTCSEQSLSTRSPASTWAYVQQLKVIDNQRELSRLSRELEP
IL-2 act – qHTS of IL-2 Activators; IL-2 activation reporter assay, cell-based qHTS; stimulated with anti-CD3/CD4/CD28 beads; in transgenic mouse T cells; activation, % (series mostly up to about 46 µM); 360,000 tested, 0.065% active; AID 652025, 2013; in the data active = activation above about 50%; inconclusive = mostly about 30% to 49%; also: 0% is about no effect
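Screening format: compound pinned onto unstimulated transgenic mouse T cells, 60 min incubation, then anti-CD3/anti-CD4/anti-CD28 bead stimulation for 18 hours at 37 degrees C, followed by EGFP and DsRed detection.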
EPAC1 ag – qHTS for Agonist of cAMP-regulated guanine nucleotide exchange factor 3 (EPAC1): primary screen; Rap guanine nucleotide exchange factor 3 (Homo sapiens), O95398; EPAC1 agonist qHTS, biochemical assay; response scale: 100% = response to 6.5 mM cAMP; Potency, µM (doses to about 154 µM), for inactives: at the highest dose activation, actives largely listed as activators; 360,000 tested, 0.073% active; also: potency is read from the fitted curve at half-maximal effect; nearly all actives have a fitted effect of over 60% in size
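Fluorescent GDP-exchange assay: 100 nM EPAC1 with 250 nM Rap1B preloaded with BODIPY-GDP and 50 uM GDP; compounds tested as concentration series, 5 min at room temperature, then read every 5 min for 30 min (ex 480/em 540 nm); normalized to 6.5 mM cAMP.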
PLK1 PBD block – qHTS for Inhibitors of PLK1-PDB (polo-like kinase 1 - polo-box domain): Primary Screen; 360,000 tested, 2.8% active; Plk1 PBD binding of FITC phosphopeptide, fluorescence polarization; Potency, µM, without a hit: max response, negative = inhibition, most hits filed as inhibitors; Serine/threonine-protein kinase PLK1 (Homo sapiens), P53350; also: potency is read from the fitted curve at half-maximal effect; series mostly up to about 57 µM; % is scaled to controls: 0 for no effect and ±100 for the full control effect; nearly all actives have a fitted effect of over 65% in size
WRN inhibitor – qHTS for Inhibitors of WRN Helicase. Bifunctional 3'-5' exonuclease/ATP-dependent helicase WRN (Homo sapiens), Q14191. WRN helicase unwinding, fluorescent forked duplex, kinetic. Potency, µM (top dose mostly 114 µM), for the others: top-dose activity change, negative = inhibition, most hits filed as inhibitors. 360,000 tested, 0.46% active. AID 651768, 2012; also: potency is read from the fitted curve at half-maximal effect; % is scaled to controls: 0 for no effect and ±100 for the full control effect; nearly all actives have a fitted effect of over 55% in size
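Screening of the MLSMR collection measured strand separation of a quenched forked DNA duplex (100 nM) by 20 nM WRN with 2 mM ATP, all final. Compounds were preincubated with enzyme 15 min at room temperature.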
PI5P4Ka inh – qHTS for Inhibitors of phosphatidylinositol 5-phosphate 4-kinase (PI5P4K); Phosphatidylinositol 5-phosphate 4-kinase type-2 alpha (Homo sapiens), P48426; PI5P4Kalpha enzyme, ADP-Glo luminescence, 60 min; active compounds read low; max response, %; 330,000 tested, 1.2% active; AID 652105, 2013; active = max response of -50% or lower; inconclusive = between -30% and -50%; inactive = -30% or higher; also: value at the top dose of about 77 µM; % is scaled to controls: 0 for no effect and ±100 for the full control effect
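Controls without substrate or without enzyme flank wells where PI5P4Kalpha converts substrate using 5 microM ATP (final). Incubation lasts 60 minutes at room temperature; ADP formed is read by ADP-Glo luminescence.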
EPAC2 ag – qHTS for Agonist of cAMP-regulated guanine nucleotide exchange factor 4 (EPAC2): primary screen. 360,000 tested, 0.079% active. Rap guanine nucleotide exchange factor 4 (Homo sapiens), Q8WZA2. EPAC2 activation, biochemical qHTS; response scale: 100% = 6.5 mM cAMP response. Potency, µM (series often up to 154 µM), for the others: at the top dose activation, most hits filed as activators. AID 720711, 2013; also: potency is read from the fitted curve at half-maximal effect; nearly all actives have a fitted effect of over 50% in size
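Setup: EPAC2 100 nM, labeled Rap1B complex 250 nM, free GDP 50 uM. Compound titrations pinned in, brief spin, 5 min room temperature incubation. Kinetic fluorescence read over 30 min, normalized to 6.5 mM cAMP.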
Numbers without * were called inactive; ? = inconclusive; nt = no result given; [ ] = another dose, or the depositor's remark. Unless noted, calls follow the shape of the dose curve; as a rule, active = well fitted curve in the direction sought with a large enough effect; inconclusive = small, poorly fitted or top-dose-only effect, or another doubt; inactive = no such curve, though single readings can be large; an effect the other way counts as inactive or inconclusive. This is a subset; count on the stated rates, not on these rows.

SMILES	CCT modulator	EPAC1 antag	IL-2 act	EPAC1 ag	PLK1 PBD block	WRN inhibitor	PI5P4Ka inh	EPAC2 ag
Cc1cccc(N2CCN(C(=O)N3CCOCC3)CC2)c1C	-4.7	-21.4%	1.6	4.2%	-23.2%	4.6%[57.1 µM]	-5.3	10.4%
CN1CCN(Cc2cc(COCc3ccccc3)c3cccnc3c2O)CC1	-0.5	-5.5%	-0.1	-4.2%	-9.5%	-30.2%	2.1	-5.4%
O=C(NCc1cc(F)ccc1F)C1CCC(=O)N(C2CCCCCC2)C1 (centres undefined)	-1.4	-0.1%	0.5	8.3%	-5.3%	-9.7%	-2.5	-1.8%
CCC(=O)Nc1c(C#N)c2nc3ccccc3nc2n1-c1ccc(C)cc1	-2.3	?	0.9	9.3%	-21.5%	8.5%	0.6	1.9%
O=S(=O)(Nc1ccccc1)c1ccc2c(c1)CCO2	-0.2	4.9%	1.0	-4.2%	3.7%	6.6%	-1.9	8.3%
C=Cn1nc(C)c2ccccc2c1=O	-4.3	-5.4%	0.7	4.3%	-4.1%	-20.1%	-0.6	-2.0%
CCC(C)COC(c1ccccc1)(c1ccccc1)C(Oc1nc(C)cc(C)n1)C(=O)O (centres undefined)	-0.4	-27.4%	-3.5	-5.5%	?	11.5%	-2.1	-3.9%
CCN(CC)S(=O)(=O)c1ccc(NN=C2CCN(C(C)C)CC2)c([N+](=O)[O-])c1	0.1	10.8%	-2.5	-0.8%	-0.6%	-4.6%	4.2	12.1%
CCCc1[nH]nc2c1C(c1ccc(OC(=O)N3CCOCC3)c(OC)c1)C(C#N)=C(N)O2 (centres undefined)	-0.2	3.3%	-0.2	-1.8%	?	-0.6%	nt	3.5%
C/C=C/c1ccc(OCC(=O)Nc2ccncc2)c(OC)c1	0.2	7.8%	-4.7	15.3%	2.2%	-6.2%	-3.4	1.9%
CCOc1ccccc1-n1c(SCC(N)=O)nc2ccccc2c1=O	-3.9	0.1%	-1.7	8.1%	-10.3%	-6.4%	nt	8.4%
O=C(c1ccc(Cl)c(S(=O)(=O)NCc2ccccc2)c1)N1CCN(c2ccccn2)CC1	-0.8	6.1%	-3.8	0.0%	2.1%	6.3%	nt	12.5%
COc1cc(C(=O)NCCN2CCCC2)cc(OC)c1OC	-3.9	9.3%	0.8	3.1%	-1.6%	4.4%	4.9	7.4%
CCOC(=O)C(C)Sc1nnc(NC(=O)c2cccc([N+](=O)[O-])c2C)s1 (centres undefined)	-0.8	-7.9%	-1.2	11.3%	-15.6%	-14.8%	6.6	-1.0%
Nc1c(C(=O)N2CCCC2)sc2nc(-c3ccccc3)ccc12	-3.1	6.9%	1.3	-6.4%	-11.6%	-3.6%	1.5	-0.1%
Cc1ccc2cc(C#N)c(N3CCN(C)CC3)nc2c1	-2.2	2.5%	-0.4	12.8%	-9.0%	-0.3%	1.5	11.1%
CCS(=O)(=O)n1nc(-c2ccc(OC)cc2)nc1N	0.5	7.7%	2.6	9.8%	-17.2%	-25.4%	1.8	14.0%
N/C(Cc1ccc(Cl)cc1Cl)=N\OC(=O)c1ccccc1	0.8	10.5%	-3.0	0.0%	2.7%	10.3%	-5.6	7.4%
Cc1cccc(N2C(=O)C3C4C=CC(C4)C3C2=O)c1 (centres undefined)	0.3	-3.2%	0.6	-4.0%	-1.8%	5.2%	2.9	2.1%
CCn1c(SCC(=O)OC)nnc1-c1ccncc1	-2.9	-7.8%	0.8	2.2%	-18.4%	1.4%	1.6	7.3%
COc1ccc(-n2cc(-c3ccccc3)c3c(N4CCOCC4)ncnc32)cc1	-1.8	?	-0.8	8.3%	-3.7%	-8.5%	4.2	12.4%
CN1C(=O)CSc2ccc(NC(=O)NCc3ccc(F)cc3)cc21	-0.3	-5.8%	-2.7	-2.1%	-11.5%	-5.8%	-28.3	1.1%
COC1=C(C)C(=O)C2=C(C1=O)C1C3CC4=C(C(=O)C(OC)=C(C)C4=O)C(CNC(=O)C(C)=O)N3C(C#N)C(C2)N1C (centres undefined)	-1.2	10.9%	-7.9	1.6%	?	-2.9%	-1.1	-3.5%
C#CCNC(=O)C[C@@H]1C[C@@]2(C(=O)OC)CCCCC=C2N(Cc2ccc(Cl)cc2Cl)C1=O	-0.8	-6.7%	-0.1	-3.6%	2.8%	-0.5%	13.0	12.3%
CC1=C(C(=O)N(C(C)C)C(C)C)CC(CC(=O)NC2CCCC2)C(=O)N1CCCN1CCCC1=O (centres undefined)	-1.4	?	0.4	22.8%	-7.6%	-1.8%	-5.3	12.3%

By substructure: those above containing a Cl atom
SMILES	CCT modulator	EPAC1 antag	IL-2 act	EPAC1 ag	PLK1 PBD block	WRN inhibitor	PI5P4Ka inh	EPAC2 ag
O=C(c1ccc(Cl)c(S(=O)(=O)NCc2ccccc2)c1)N1CCN(c2ccccn2)CC1	-0.8	6.1%	-3.8	0.0%	2.1%	6.3%	nt	12.5%
N/C(Cc1ccc(Cl)cc1Cl)=N\OC(=O)c1ccccc1	0.8	10.5%	-3.0	0.0%	2.7%	10.3%	-5.6	7.4%
C#CCNC(=O)C[C@@H]1C[C@@]2(C(=O)OC)CCCCC=C2N(Cc2ccc(Cl)cc2Cl)C1=O	-0.8	-6.7%	-0.1	-3.6%	2.8%	-0.5%	13.0	12.3%

Next entries follow.
SMILES	CCT modulator	EPAC1 antag	IL-2 act	EPAC1 ag	PLK1 PBD block	WRN inhibitor	PI5P4Ka inh	EPAC2 ag
CCCCNC(=O)C1(C)CCCCN1C(=O)c1cccc(OC(F)(F)F)c1 (centres undefined)	-1.6	-3.8%	-0.1	-9.4%	-8.2%	1.2%	-1.0	6.4%
CCOCCCN(C(=O)Cn1nnc(-c2ccc(OC)c(OC)c2)n1)C(CC)C(=O)NC1CCCC1 (centres undefined)	1.4	-6.9%	-6.1	8.0%	-8.2%	-21.1%	6.2	-4.3%
COc1cccc(-c2nnc(-c3ccccc3[N+](=O)[O-])o2)c1	-3.4	-24.6%	-4.2	0.0%	-1.6%	-8.0%	4.4	6.6%
CC1CCCCN1C(=S)NC(=O)c1ccccc1 (centres undefined)	-4.3	-0.1%	-0.4	9.7%	-11.9%	6.0%	-6.1	2.8%
Nc1nnc(-c2ccc(Cl)c([N+](=O)[O-])c2)s1	-0.1	-5.3%	-2.5	-15.2%	-24.6%	9.8%	?	0.6%
COc1cc(F)c(C(=O)NC(C)(C)CO)cc1OC	nt	9.0%	0.0	13.4%	nt	nt	nt	9.5%
CCOC(=O)C1(Cc2ccccc2)CCN(Cc2cccc3c2OCO3)CC1	-3.4	?	-0.3	3.2%	-13.3%	4.0%	-7.1	28.0%
Cn1c(SCC(=O)c2ccc(F)cc2)nnc1-c1cccnc1	0.5	3.4%	1.2	15.0%	2.1%	-5.3%	1.1	-3.4%
COC(=O)c1[nH]c2cc(C)ccc2c1NC(=O)CN1CCN(C(=O)c2ccco2)CC1	-0.2	8.6%	0.1	-2.4%	-0.4%	4.1%	nt	4.4%
N#CC(C(=O)NC1CCCCC1)=C1CCCCC1	-2.7	-5.5%	1.3	9.3%	-7.4%	0.3%	5.8	13.9%
CC(C)(C)NC(=O)C(c1ccco1)N(C(=O)c1ccc(CN2CCOCC2)o1)c1ccccc1 (centres undefined)	0.4	23.5%	0.3	2.7%	0.6%	-3.6%	8.5	3.3%
CC(=O)N1CCN(S(=O)(=O)c2cccc(C(=O)NCCC3=CCCCC3)c2)CC1	-0.8	-5.5%	-0.3	2.4%	-11.0%	2.9%	4.7	8.9%
Cc1nnc(NC(=O)C(C)Sc2nncn2C)s1 (centres undefined)	-1.5	2.6%	-2.3	-7.2%	-12.1%	-1.9%	-9.9	3.3%
CCCC(=O)Nc1nc2ccc(NC(=O)c3cccnc3)cc2s1	-3.8	-6.6%	-2.1	-3.4%	-0.7%	0.6%[57.1 µM]	nt	0.5%
COc1ccc(S(=O)(=O)NC(C)C(=O)NCc2ccncc2)cc1OC (centres undefined)	-2.9	-7.5%	3.9	0.3%	-19.0%	0.0%	4.3	9.1%
COc1ccc(C)cc1N(C(=O)c1ccccc1F)c1nc2ccccc2s1	-1.0	-20.1%	-4.6	-0.9%	-5.2%	-2.9%	7.6	6.2%
CC(=O)Nc1ccc(C(=O)N2CCCCC2c2cc(C(=O)Nc3cccc4c3CCCC4)no2)cc1 (centres undefined)	1.7	-15.8%	0.1	3.9%	-3.3%	-7.1%	-2.0	9.3%
O=C(COC(=O)c1ncc(Cl)c(Cl)c1Cl)NC(=O)c1ccccc1	2.3	-9.3%	0.2	-0.6%	-1.8%	-7.7%	6.3	1.8%
O=C(COc1ccc(F)cc1)Nc1ccccc1N1CCOCC1	-0.3	-7.5%	-1.1	-4.4%	-3.2%	-3.1%	-4.0	6.7%
COc1cccc(-c2cc(=O)c3cc(NC(=O)c4ccc(Cl)cc4)ccc3[nH]2)c1	-2.0	-12.4%	-4.1	-18.8%	-15.8%	3.6%	-2.2	2.0%
N#Cc1ccc(OCC(=O)Nc2cc(S(=O)(=O)N3CCCCC3)ccc2N2CCCCC2)cc1	-0.8	7.6%	-3.1	-8.5%	-1.4%	3.4%	-4.9	2.9%
CCN1CCN(S(=O)(=O)c2ccc(Cl)c(C(=O)Nc3ccccc3N3CCOCC3)c2)CC1	-0.3	-10.5%	-2.8	2.3%	9.0%	-5.3%	0.5	4.5%
COc1cccc(C(=O)NCC2CCCN2S(=O)(=O)c2ccccc2)c1 (centres undefined)	-0.1	-10.7%	-2.2	6.5%	-1.3%	-3.6%	-1.8	3.4%
O=C1CN(C(=O)C2CCC(=O)N(CCc3ccc(Cl)cc3)C2)CCN1 (centres undefined)	-2.2	6.4%	-2.4	-3.3%	1.3%	-17.9%	0.7	6.2%
Cc1nnc(SCC(=O)NCc2ccccc2Cl)n(N)c1=O	0.2	-12.0%	0.9	-9.2%	-2.1%	-7.5%	-2.3	3.8%
